From PubChem
H9c2 TAG inh: reduces triacylglycerol accumulation in H9c2 cells; AID 651582; Nile Red lipid (TAG) fluorescence; cells loaded with 200 µM oleic acid; 230,000 compounds, 0.66% hits; inhibition, % at 12.5 µM;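 active means pattern-corrected inhibition of lipid staining of at least 50% with the nuclear-stain viability signal not falling by more than 50%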;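 further: 0% = DMSO wells and 100% = triacsin C control wells; some results filed as inactive read as strong as hits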
H9c2 TAG inh DAPI viability: further read-out of H9c2 TAG inh, marked with its call; DAPI nuclei signal change (viability), lower = more cytotoxic, %;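 whole-well DAPI fluorescence read on a plate reader as a viability signal; minus 50 percent equals half of cells still viable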
* hit, by the source's call. An excerpt; count on the stated rates, not on these rows.

Below each compound: H9c2 TAG inh	H9c2 TAG inh DAPI viability
Cc1cccc(OCC(O)Cn2c(=N)n(CCN3CCOCC3)c3ccccc32)c1 (configuration not stated)
    21.6	-5.2
O=C(COC(=O)c1n[nH]c2ccccc12)NCCc1ccc(Cl)cc1
    1.7	-1.0
CCN(CC)C(=O)c1nc[nH]c1C(=O)O[C@@H](C)c1ccccc1
    -13.6	-0.7
COc1cccc(CNC(=O)C2CCCN(S(=O)(=O)c3ccc4c(c3)C(C)(C)C(=O)N4C)C2)c1 (configuration not stated)
    -5.8	-5.7
Cc1ccc(S(=O)(=O)N(CC(=O)O)Cc2ccccc2F)cc1
    -10.1	9.0
O=C(Nc1ccc(N2CCN(C(=O)c3ccco3)CC2)cc1)c1ccc([N+](=O)[O-])cc1Cl
    7.8	-2.1
Cc1ccc(C=O)c([B-](F)(F)F)c1
    5.9	-5.2
CC1(C)Cc2c(sc3nc4n(c(=N)c23)CCC4)CO1
    7.4	-2.2
CCOc1cc(NC(=O)C2CCCCC2)c(OCC)cc1NC(=O)c1ccco1
    28.7	14.6
O=C(NCCNS(=O)(=O)c1ccc(C(F)(F)F)cc1)N1CCOCC1
    -14.7	2.0
COc1ccc(C(=O)NCC2CCCN2S(=O)(=O)c2cccs2)cc1OC (configuration not stated)
    -7.1	-1.4
COc1ccc(-c2ccc(C#N)c(SCC(=O)Nc3sc4c(c3C#N)CCC4)n2)cc1
    15.1	15.6
Cc1ccc(-n2ncc3c(=O)n(CC(=O)N4CCCc5ccccc54)cnc32)cc1C
    4.1	-1.5
Nn1c(SCC(=O)Nc2cc(C(F)(F)F)ccc2Cl)nncc1=O
    5.9	-1.3
COCCOC(=O)C1=C(C)NC(SCC(=O)NC(C)(C)C)=C(C#N)C1c1ccco1 (configuration not stated)
    -2.6	-8.6

Record cards, from the list above. Order of screens: H9c2 TAG inh	H9c2 TAG inh DAPI viability
Shown for CCN(CC)C(=O)c1nc[nH]c1C(=O)O[C@@H](C)c1ccccc1 → -13.6	-0.7
Shown for O=C(NCCNS(=O)(=O)c1ccc(C(F)(F)F)cc1)N1CCOCC1 → -14.7	2.0
Shown for O=C(COC(=O)c1n[nH]c2ccccc12)NCCc1ccc(Cl)cc1 → 1.7	-1.0

Next structures
Below each compound: H9c2 TAG inh	H9c2 TAG inh DAPI viability
Cc1ccc(-c2nnn(CC(=O)NC3CCN(Cc4ccccc4)CC3)n2)cc1
    4.5	4.2
CCOC(=O)C1(Cc2ccccc2C(F)(F)F)CCN(CC(O)CO)CC1 (configuration not stated)
    -3.3	5.6
COc1ccc(CC(=O)Nc2ccc(C(=O)NC(C)(C)C)cc2)cc1OC
    -2.5	-4.8
O=[N+]([O-])c1ccc(CN2CC(N3CCN(CCO)CC3)CS2(=O)=O)cc1 (configuration not stated)
    -2.8	7.4
Cc1csc(NC(=O)c2ccc(C)s2)n1
    9.0	-10.8
N/C(=N\N=C\c1cccs1)SC1CC(=O)N(c2ccc(Br)cc2)C1=O (configuration not stated)
    -4.4	12.1
CS(=O)(=O)c1ccc(N)c(SSc2cc(S(C)(=O)=O)ccc2N)c1
    -9.6	0.4
CCC(C)(C)n1nnnc1C(c1cccs1)N1CCCCC1 (configuration not stated)
    -0.4	-4.1
COc1ccccc1C1CC(=O)Oc2ccc(C(C)(C)C)cc21 (configuration not stated)
    -5.8	-1.2
Cc1cccc(NC(=O)CSc2nc3ccccc3nc2N2CCCC2)c1C
    32.3	7.7
Cc1cc(C)nc(NNC2=CC(=[N+]3CCCCC3)CC(C)(C)C2)n1
    -19.2	2.7
COc1cccc(CN2CC(C(=O)NCc3cnn(C)c3)CCC2=O)c1 (configuration not stated)
    9.5	4.7
CCCN(CC(=O)Nc1ccccc1C)C(=O)c1ccc(N2CCCC2)c([N+](=O)[O-])c1
    20.4	-6.0
Cc1oc2ccc(NS(=O)(=O)c3ccc(C(C)(C)C)cc3)cc2c1C(=O)Nc1ccccc1
    3.2	-11.4
COc1cccc(C2(O)CCN(C(=O)C3CC3)CC2)c1
    -3.0	-1.9

Continuation:
Below each compound: H9c2 TAG inh	H9c2 TAG inh DAPI viability
C=CCn1c(CCCNC(=O)c2ccccc2OC)nc2ccccc21
    1.9	2.4
O=C(C1CCC(CNc2c(N3CCCCC3)c(=O)c2=O)CC1)N1CCN(C2CCCCC2)CC1 (configuration not stated)
    -0.7	0.5
CC(C)c1ccccc1NC(=O)C1CC(=O)N(C2CCCC2)C1 (configuration not stated)
    -12.0	3.4
O=C(COC(=O)COc1cccc(C(F)(F)F)c1)NC1CCS(=O)(=O)C1 (configuration not stated)
    9.0	3.8
COc1ccc(OC)c(NC(=O)C2CCCN(S(=O)(=O)c3c(C)noc3C)C2)c1 (configuration not stated)
    -4.3	-1.9
Cc1ccc(F)c(S(=O)(=O)NC(=O)C2(C)CCN2C(=O)c2ccc(C3CCCCC3)cc2)c1 (configuration not stated)
    0.2	-1.0
N#CCCN(C(=O)COC(=O)COc1ccccc1Cc1ccccc1)c1ccccc1
    -6.3	5.0
COc1ccc(C(=O)CN2C(=O)NC3(CCCCCC3)C2=O)cc1
    3.4	-6.3
CCc1ccc(NC(=O)c2cnn3ccccc23)cc1
    -24.5	-11.1
CCCNC(=O)c1ccc(N2CCC3(CC2)CC(c2ccccc2)=NO3)c(NC(=O)c2ccc(Br)cc2)c1
    24.5	0.3
Cc1ccc(-c2nc(C)sc2CC(=O)OCC(=O)Nc2c(F)cccc2F)cc1
    0.9	-9.4
CCOC(=O)N1CCN(S(=O)(=O)c2ccc3[nH]c(=O)sc3c2)CC1
    11.6	-5.9
CC(C(=O)Nc1cc(C(F)(F)F)ccc1N1CCOCC1)N1C(=O)C2CCCCC2C1=O (configuration not stated)
    -16.2	-6.4
CC1CCN(C2CCN(S(=O)(=O)c3ccc(F)cc3)CC2)CC1
    -19.6	0.9
Cn1nccc1C(=O)Oc1ccc(/C=N/NC(=O)c2ccccc2O)cc1
    19.5	-9.4

Compounds listed so far containing bromine, in the order listed:
Below each compound: H9c2 TAG inh	H9c2 TAG inh DAPI viability
N/C(=N\N=C\c1cccs1)SC1CC(=O)N(c2ccc(Br)cc2)C1=O (configuration not stated)
    -4.4	12.1
CCCNC(=O)c1ccc(N2CCC3(CC2)CC(c2ccccc2)=NO3)c(NC(=O)c2ccc(Br)cc2)c1
    24.5	0.3

Continued.
Below each compound: H9c2 TAG inh	H9c2 TAG inh DAPI viability
CC(=O)c1cccc(NC(=O)C(C)OC(=O)c2ccc3ncsc3c2)c1 (configuration not stated)
    -12.5	-3.2
CC(C)(C)n1nc2c(c1NC(=O)CCCc1ccccc1)CS(=O)C2 (configuration not stated)
    3.1	2.3
Cc1ccc(N2C(=O)c3ccc(C(=O)N4CCN(Cc5ccccc5)CC4)cc3C2=O)cc1
    1.1	-0.8
CC12C(=O)N(c3ccccn3)C(=O)C1C1C=CC2C1 (configuration not stated)
    2.4	-6.2
O=C(c1cc(C2CC2)nn1-c1ccccc1)N1CCN(S(=O)(=O)c2ccc(F)cc2)CC1
    -7.1	2.3
CCc1c(O)cc2n(c1=O)-c1ccccc1C2(C)C
    5.9	-3.9
CS(=O)(=O)N1CCc2cc(C(=O)N3CCCCC3)ccc21
    20.6	-9.1
CC(/C=N/NC(=O)NC1CCCCC1)=C\c1ccccc1
    13.5	-7.5
Nc1ccc(S(=O)(=O)c2ccc(N)cc2)cc1
    1.5	-4.3
O=C(N/N=C/c1cn(CC(=O)N2CCOCC2)c2ccccc12)c1cccnc1
    -3.9	7.8
COc1ccc(C2=NOC(c3nnc(-c4ccccc4)o3)C2)cc1 (configuration not stated)
    1.9	-3.6
COc1cc(/C=C(\C#N)C(=O)NCC2CCCO2)cc(OC)c1OC (configuration not stated)
    -1.4	-5.3
COc1ccc(OC)c(Cc2nnc(CCC(=O)N3CCCCC3c3nccs3)o2)c1 (configuration not stated)
    0.7	8.7
C/C(=N/NC(=O)CN1CCN(Cc2ccccc2Cl)CC1)c1cccs1
    7.7	-7.4
NS(=O)(=O)c1ccc(-c2ccc(/C=N/NC(=O)c3ccccc3O)o2)cc1
    -14.9	8.5

(list continues)
Below each compound: H9c2 TAG inh	H9c2 TAG inh DAPI viability
CCN(CC)S(=O)(=O)c1ccc(C)c(NC(=O)COC(=O)CN2C(=O)NC(C)(C)C2=O)c1
    -21.6	5.8
O=C(O)c1cccc(Nc2ncnc3c2cnn3-c2ccccc2)c1
    -1.3	8.7
CCN(CC)CCNC(=O)Cn1c(C)cc2ccccc2c1=O
    -3.5	4.5
CCc1ccc(S(=O)(=O)NCC2(N3CCOCC3)CCCCC2)cc1
    6.9	-4.5
COc1cc(/C=N/NC(=O)C(Cc2c[nH]c3ccccc23)NC(=O)OCC(C)C)cc([N+](=O)[O-])c1OCc1ccccc1 (configuration not stated)
    1.3	9.9
Cc1ccc2nc(-c3ccc(Br)cc3)cc(C(=O)NCC3CCCO3)c2c1 (configuration not stated)
    6.4	9.4
CC(=O)N1CCCC(C)(C(=O)N(C)Cc2cccc3ccccc23)C1 (configuration not stated)
    -3.8	17.5
C[C@H](O)[C@@H]1CN2CCc3c([nH]c4ccccc34)[C@@H]2C[C@@H]1N(C)Cc1cc(Cl)cc(Cl)c1
    14.5	3.2
COc1ccc(NC(=O)Nc2nnc(CC(=O)NCc3ccccc3)s2)cc1
    0.1	1.8
O=C(N/N=C/c1cccc2cccnc12)c1ccccc1O
    65.1*	-18.6*
COc1ccc(/C=C2/S/C(=N/S(=O)(=O)Cc3ccccc3)NC2=O)cc1OC
    12.6	-3.2
N#Cc1c(N2CCCC2)ccc(Br)c1Cl
    -14.0	5.5
Cc1nn2c3ccccc3n(Cc3ccccc3)c2nc1=O
    2.6	1.7
CC(C)Cc1nc2sc3c(c2c(=O)n1N)CC(C(C)C)OC3 (configuration not stated)
    -4.2	-0.8
Cc1ccc(C)c(S(=O)(=O)N2CCCOC2CNC(=O)C(=O)NCc2cccs2)c1 (configuration not stated)
    0.4	-1.8

Going on with the list.
Below each compound: H9c2 TAG inh	H9c2 TAG inh DAPI viability
CCc1nnc(NC(=O)c2ccc(F)c(S(=O)(=O)N3CCCCC3)c2)s1
    1.2	-7.7
Cc1cc(C(=O)N2CCN(S(=O)(=O)c3ccc(F)c(Cl)c3)CC2)c(C)o1
    13.0	-11.4
CC(C)Sc1nnc([C@@H]2CCCN2C(=O)OC(C)(C)C)o1
    -3.7	0.3
CC(=O)N1CCN(c2ccc(NC(=O)c3cccc(C)c3)cc2)CC1
    7.7	-4.8
CCOC(=O)CSC1=C(C#N)C(c2ccccc2C)C2=C(CCCC2=O)N1 (configuration not stated)
    -17.7	6.8
NC(=O)c1ccsc1NC(=O)CN1C(=O)NC2(CCCCC2)C1=O
    -4.9	3.8
CCc1nnc(NC(=O)Cc2c[nH]c3ccccc23)s1
    12.0	-11.8
Cc1ccc(S(=O)(=O)N2CCC(C(=O)OCC(=O)N3CCC(C)CC3)CC2)cc1C
    -3.1	0.9
O=C(CN(Cc1ccc(Cl)c(Cl)c1)S(=O)(=O)c1ccccc1)N/N=C\c1ccc2c(c1)OCO2
    -1.6	-3.2
CNC(=O)c1ccc(=O)n(Cc2cccc(C(F)(F)F)c2)c1
    8.8	10.6
COc1cccc(N(CC(=O)NCc2ccco2)C(=O)CCC(=O)Nc2nccs2)c1
    7.9	-5.6
CCOc1ccccc1NC(=O)CN1CCC(NC(=O)c2ccccc2C)CC1
    0.3	1.8
Cc1nc2ncnn2c(C)c1CCC(=O)O
    -3.4	5.2
CC(=O)N(c1ccc(Cl)cc1)c1nc(C)cc(C)c1C#N
    5.9	-10.2
O=C(/C=C/c1cccc([N+](=O)[O-])c1)c1ccc([N+](=O)[O-])o1
    81.0	-77.9

(next part)
Below each compound: H9c2 TAG inh	H9c2 TAG inh DAPI viability
O=C(CSc1nc2ccccc2c(=O)n1-c1ccc(OC(F)F)cc1)NC1CC1
    20.0	1.1
CCCCN1CCC(CN2C(=S)NC[C@@H]2CC(C)C)CC1
    -8.1	6.7
CCOc1ccc(Nc2nc(N)nc(CCl)n2)cc1
    71.8*	-19.0*
Cc1nc2ccc(Nc3nc4cc(S(=O)(=O)N5CCOCC5)ccc4o3)cc2s1
    27.0	-5.8
N=C1CCC(=N)c2c1c(O)c1ccccc1c2O
    6.6	-1.9
C=C1CCN([C@H](C(=O)NCc2ccc(Cl)c(Cl)c2)C(C)C)S(=O)(=O)c2ccccc21
    -8.3	-0.6
CN(C(=O)COC(=O)c1cc(NS(=O)(=O)c2cc([N+](=O)[O-])ccc2Cl)ccc1O)C1CCCCC1
    -11.7	8.5
Cc1cc(C(=O)COC(=O)CNC(=O)c2ccccc2)c(C)n1CC1CCCO1 (configuration not stated)
    -6.5	5.4
CCN(CC(=O)NCc1cccs1)CC(=O)Nc1c(Cl)ccc(C)c1Cl
    -0.1	8.6
CCC1Nc2ncnc(N3CCCCC3)c2N(Cc2ccc(Br)cc2)C1=O (configuration not stated)
    7.5	-5.0
CC(C)(C)OC(=O)N[C@@H](C(=O)OC(C)(C)C)c1ccccc1
    -18.5	7.9
O=C(Nc1ccc(Oc2cccnc2)cc1)c1ccccc1F
    -10.1	12.6
CC(C)CC(NC(=O)C(CC(C)C)NC(=O)C(Cc1ccc(OCc2ccccc2)cc1)NC(=O)OC(C)(C)C)C(N)=O (configuration not stated)
    4.0	-5.7
COC(=O)c1ccc(COc2ncnc3c(Cl)cc(Cl)cc23)o1
    -9.4	-2.0
O=C(CC1SC(=O)N(c2ccccc2)C1=O)Nc1ccc(Br)cc1 (configuration not stated)
    3.3	-9.8
CCCCS(=O)(=O)NC1=NCN(Cc2ccco2)CN1
    -9.1	6.0
CCN(CC)CCOC(=O)c1ccc(NC(=O)CCNC(=O)Cn2ccc3ccccc3c2=O)cc1
    14.4	-14.8

Shown in markdown: part of the list above.
| Compound | H9c2 TAG inh | H9c2 TAG inh DAPI viability |
| --- | --- | --- |
| CCOc1ccc(Nc2nc(N)nc(CCl)n2)cc1 | 71.8* | -19.0* |
| CC(C)CC(NC(=O)C(CC(C)C)NC(=O)C(Cc1ccc(OCc2ccccc2)cc1)NC(=O)OC(C)(C)C)C(N)=O (configuration not stated) | 4.0 | -5.7 |
